rTrxR1 inhibitor – qHTS Assay for Inhibitors of Mammalian Selenoprotein Thioredoxin Reductase 1 (TrxR1): qHTS | 1% of 390,000 active | Potency, µM (doses to about 114 µM), inactives show top-dose activity change, negative = inhibition, actives largely listed as inhibitors | AID 588453, 2011 | recombinant rTrxR1, NADPH fluorescence consumption, selenite substrate; also: potency is read from the fitted curve at half-maximal effect; % is scaled to controls: 0 for no effect and ±100 for the full control effect; nearly all actives have a fitted effect of over 65% in size
Target sequence (O89049 whole entry, looked up): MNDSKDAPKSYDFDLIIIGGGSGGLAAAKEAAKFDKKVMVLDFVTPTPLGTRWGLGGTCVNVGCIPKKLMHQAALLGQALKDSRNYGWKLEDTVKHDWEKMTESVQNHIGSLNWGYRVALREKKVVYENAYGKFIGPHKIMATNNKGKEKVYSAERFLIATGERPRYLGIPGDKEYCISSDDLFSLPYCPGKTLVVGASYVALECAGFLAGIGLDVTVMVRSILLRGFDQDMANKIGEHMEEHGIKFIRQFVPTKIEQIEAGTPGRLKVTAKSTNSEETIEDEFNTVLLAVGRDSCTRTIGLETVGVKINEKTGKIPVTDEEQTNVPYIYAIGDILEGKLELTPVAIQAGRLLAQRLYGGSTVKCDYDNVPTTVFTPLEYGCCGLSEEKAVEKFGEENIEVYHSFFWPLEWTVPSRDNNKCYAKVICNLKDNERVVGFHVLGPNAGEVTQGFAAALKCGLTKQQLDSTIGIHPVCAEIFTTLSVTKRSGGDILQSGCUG
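Rat TrxR1 (90 nM in the dispensed reagent) was pre-reduced with 400 uM NADPH for 5 min at room temperature, then incubated with compound for 15 min. After 400 uM selenite was added, NADPH fluorescence (Ex 340/Em 450 nm) was followed for 8 min.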
Vif-A3F inh – qHTS for Inhibitors of Vif-A3F Interactions: qHTS; HeLa A3F-eYFP + Vif (tagged APOBEC3F with the HIV-1 protein that degrades it), YFP fluorescence increase; Potency, µM (highest dose often 46.1 µM), inactives show top-dose activity, negative = active; 0.2% of 390,000 active; AID 602313, 2012; also: potency is read from the fitted curve at half-maximal effect; % of control where 0% means no effect; nearly all actives have a fitted effect of over 65% in size
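HeLa cells stably expressing A3F-eYFP plus Vif, plated and incubated overnight at 37 deg C, then exposed to compounds overnight at 37 deg C. Blocked degradation read as raised yellow fluorescence (Ex 488/Em 500-530).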
GRP78 ERSR act – qHTS for Inducers of the Endoplasmic Reticulum Stress Response (ERSR) in Human Glioma: qHTS; U87-MG GRP78 promoter luciferase reporter, 16 h; Potency, µM, for inactives: at the highest dose activation, usual class: activators; AID 602332, 2012; 0.02% of 420,000 active; also: potency is read from the fitted curve at half-maximal effect; series mostly up to about 76 µM; % of control where 0% means no effect; nearly all actives have a fitted effect of over 35% in size
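ERSR induction read as luciferase luminescence (Bright-Glo, 10 min at room temperature) in stably transfected human U87-MG glioma cells exposed to compounds for 16 h, using GRP78 as sensor.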
IDH1 R132H inh – qHTS for Inhibitors of mutant isocitrate dehydrogenase 1 (IDH1): qHTS | Isocitrate dehydrogenase [NADP] cytoplasmic (Homo sapiens), O75874 | IDH1-R132H enzyme, NADPH consumption, diaphorase/resazurin fluorescence | Potency, µM (titrated, usually from 76.6 µM), inactives show at the highest dose activity change, negative = inhibition, actives largely listed as inhibitors | 0.093% of 390,000 active | AID 602179, 2012; also: potency is read from the fitted curve at half-maximal effect; % is scaled to controls: 0 for no effect and ±100 for the full control effect; nearly all actives have a fitted effect of over 65% in size
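IDH1-R132H (0.5 ug/mL dispensed) in pH 7.5 Tris buffer was preincubated 30 min with compound, then given a substrate mix of 0.016 mM NADPH and 2 mM alpha-KG for 80 min at room temperature; remaining NADPH was read by diaphorase/resazurin fluorescence.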
Vif-APOBEC3G blk – qHTS for Inhibitors of Vif-A3G Interactions: qHTS; AID 602310, 2012; 0.076% of 410,000 active; Potency, µM (top dose mostly 46.1 µM), without a hit: at the top dose activity, negative = active, actives largely listed as inhibitors; HeLa A3G-eYFP + Vif (tagged APOBEC3G with the HIV-1 protein that degrades it), YFP fluorescence, overnight;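 also: potency is read from the fitted curve at half-maximal effect; % is scaled to controls: 0 for no effect and ±100 for the full control effect; nearly all actives have a fitted effect of over 60% in size; hits raise eYFP signal because A3G escapes Vif-driven loss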
Target sequence (Q9HC16 whole entry, looked up): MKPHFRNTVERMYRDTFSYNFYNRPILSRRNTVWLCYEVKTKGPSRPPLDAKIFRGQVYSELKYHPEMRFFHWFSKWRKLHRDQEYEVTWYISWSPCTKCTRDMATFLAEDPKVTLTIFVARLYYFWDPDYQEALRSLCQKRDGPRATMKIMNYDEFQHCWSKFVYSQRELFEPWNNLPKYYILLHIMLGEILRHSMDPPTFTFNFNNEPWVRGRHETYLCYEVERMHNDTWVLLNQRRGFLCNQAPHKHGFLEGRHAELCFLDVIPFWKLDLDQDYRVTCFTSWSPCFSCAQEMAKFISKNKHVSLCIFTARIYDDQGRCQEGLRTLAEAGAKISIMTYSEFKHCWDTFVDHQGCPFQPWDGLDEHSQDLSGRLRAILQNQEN
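Read-out is eYFP fluorescence (Ex 488/Em 500-530) from Vif-expressing HeLa A3G-eYFP cells; more signal means A3G escaped Vif-mediated degradation. Cells plated overnight, compound pinned in, incubated overnight at 37 deg C.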
LDHA block – qHTS assay for inhibitors of human lactate dehydrogenase. L-lactate dehydrogenase A chain (Homo sapiens), P00338. purified LDHA, NADH/diaphorase-resazurin fluorescence; stronger effect = lower value. activity change, % (values are at about 110 or 230 µM). 0.15% of 480,000 active; in the data active = activity change below about -30%; inconclusive = mostly about -25% to -30%;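 also: plate controls were DMSO wells for no effect and wells without enzyme for full effect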
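Human LDH5 (2 nM) was incubated with 0.06 mM NADH and 0.2 mM pyruvate for 5 min at room temperature in Tris pH 7.4. Remaining NADH was coupled through diaphorase/resazurin, and resorufin fluorescence was read at 0 and 20 min.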
TrxR1 substrate – qHTS Assay for Substrates of Mammalian Selenoprotein Thioredoxin Reductase 1 (TrxR1): qHTS; purified TrxR1 substrate turnover, NADPH consumption readout; Potency, µM (doses to about 114 µM), for the others: at the highest dose activity change, negative = substrate turnover; 0.01% of 390,000 active; also: potency is read from the fitted curve at half-maximal effect; % is scaled to controls: 0 for no effect and ±100 for the full control effect; nearly all actives have a fitted effect of over 50% in size
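Rat TrxR1, dispensed at 90 nM, was prereduced with 400 uM NADPH (final) for 5 min at ~22 deg C, then incubated with compound 15 min before 400 uM selenite. A first-read NADPH fluorescence drop versus no-compound background flagged substrates.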
RGS4 inhibitor – Inhibitors of Regulator of G Protein Signaling (RGS) 4: qHTS; AID 504845, 2011; 0.039% of 390,000 active; Potency, µM (highest dose often 114 µM), for inactives: at the top dose activity change, negative = inhibition, most hits filed as inhibitors; Transcreener GDP fluorescence polarization, RGS4-accelerated GTP hydrolysis; Regulator of G-protein signaling 4 (Homo sapiens), P49798; also: potency is read from the fitted curve at half-maximal effect; % is scaled to controls: 0 for no effect and ±100 for the full control effect; nearly all actives have a fitted effect of over 75% in size; some results filed as inactive show a strong effect at the top dose
Target sequence (P49798 whole entry, looked up): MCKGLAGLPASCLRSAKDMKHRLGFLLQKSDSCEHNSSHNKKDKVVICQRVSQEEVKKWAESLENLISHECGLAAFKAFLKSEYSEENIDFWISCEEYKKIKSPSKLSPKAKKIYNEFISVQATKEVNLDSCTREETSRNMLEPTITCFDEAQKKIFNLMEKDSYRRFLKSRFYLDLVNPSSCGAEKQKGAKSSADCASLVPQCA
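MLSMR compounds (23 nl, pin-transferred) preincubated 10 min at room temperature with a 500nM (2x) first reagent, then RGS4 at 900nM (2x) plus Transcreener GDP mix added; fluorescence polarization (620/688 nm) read before and after 90 min at 30 °C.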
USP1 inh – Inhibitors of USP1/UAF1: Primary Screen; Potency, µM (highest dose often 57.1 µM), for inactives: top-dose activity change, negative = inhibition, usual class: inhibitors; recombinant USP1/UAF1, Ub-Rhodamine cleavage fluorescence; AID 743255, 2014; 0.23% of 390,000 active; also: potency is read from the fitted curve at half-maximal effect; % is scaled to controls: 0 for no effect and ±100 for the full control effect; nearly all actives have a fitted effect of over 60% in size; inactives centre near -12
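High-throughput fluorogenic screen: 1nM USP1/UAF1 complex, Ub-Rho substrate 150nM final, 50mM HEPES pH 7.8 with 0.5mM EDTA, 0.1 mg/ml BSA, 1mM TCEP and 0.01% Tween-20.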
An asterisk follows results filed as active; ? = inconclusive; . = not tested or not shown; [ ] = remark or other dose. Unless noted, calls follow the shape of the dose curve; as a rule, active = well fitted curve in the direction sought with a large enough effect; inconclusive = small, poorly fitted or top-dose-only effect, or another doubt; inactive = no such curve, though single readings can be large; an effect the other way counts as inactive or inconclusive. This is a subset (hit frequency here may not be typical).

The first two records as a preview:
SMILES	rTrxR1 inhibitor	Vif-A3F inh	GRP78 ERSR act	IDH1 R132H inh	Vif-APOBEC3G blk	LDHA block	TrxR1 substrate	RGS4 inhibitor	USP1 inh
OCCNc1ncnc2ccc(Br)cc12	6%	-4%	-8%	-1%	1%	3	-6%	4%	-7%
CCCNC(=O)c1nc(C)c(C)nc1C(=O)Nc1cccc(Cl)c1	-2%	0%	-5%	-3%	0%	-7	-6%	39%	-3%

Main list, from the first entry:
SMILES	rTrxR1 inhibitor	Vif-A3F inh	GRP78 ERSR act	IDH1 R132H inh	Vif-APOBEC3G blk	LDHA block	TrxR1 substrate	RGS4 inhibitor	USP1 inh
OCCNc1ncnc2ccc(Br)cc12	6%	-4%	-8%	-1%	1%	3	-6%	4%	-7%
CCCNC(=O)c1nc(C)c(C)nc1C(=O)Nc1cccc(Cl)c1	-2%	0%	-5%	-3%	0%	-7	-6%	39%	-3%
Cc1cc(C(=O)N2CCOCC2)c(C)o1	18%	-2%	-3%	12%	-4%	-5	2%	24%	-23%
O=C(Nc1ccc(F)cc1F)NC1CCN(S(=O)(=O)c2ccc(F)cc2)CC1	11%	-2%	-3%	4%	1%	-9	0%	-5%	-10%
CC1(c2nnc(Cc3ccccc3)o2)CC(c2ccc(Br)cc2)=NO1 (stereo not drawn)	-2%	8%	-5%	0%	0%	-2	-7%[57.1 µM]	-12%	-10%
COc1ccccc1NC(=S)N(Cc1ccco1)Cc1cc2cc(C)cc(C)c2[nH]c1=O	-8%	-5%	-4%	2%	?	3	-7%	-23%	-1%
COc1ccccc1C(=O)Nc1cccc(S(=O)(=O)N2CCCC2)c1	3%	3%	-1%	-10%	-2%	-4	-9%	20%	6%
CC(=O)c1cnc(N2CCCCC2)nc1C	-1%	0%	3%	5%	2%	0	-3%	-25%	-6%
CC(C)OCCCn1c(=O)c2ccccc2n2c(CCC(=O)NCc3ccccn3)nnc12	20%	6%	-3%	-4%	-3%	-2	3%	8%	-4%
CC(=O)NCCNc1ccc([N+](=O)[O-])cc1C#N	-5%	10%	4%	-9%	8%	-2	-10%	-17%	-27%
CCN1CCc2nc3ccccc3c(C(=O)Nc3ccc(NC(C)=O)cc3)c2C1	7%	-10%	-3%	2%	3%	0	-1%	-7%[56.9 µM]	-10%
Cc1nn(-c2ccccc2)c(Cl)c1C(=O)N1CCN(C)CC1	6%	-3%	-3%	-11%	0%	-9	-4%	11%	-13%
Cc1nc(C)c(CCNS(=O)(=O)c2ccc(C)c(C)c2)s1	15%[57.1 µM]	-1%	0%	10%	2%	4	1%[57.1 µM]	-18%	-32%
CN(C)c1cc(F)c(C=O)cc1F	-2%	.	-4%	.	-2%	-7	-6%	.	.
O=C(COC(=O)Cn1cnc2ccccc21)NCCCc1ccccc1	8%	-9%	0%	9%	0%	-3	1%	11%	-21%
CN(C)S(=O)(=O)c1cccc(NC(=S)Nc2ccc(Cl)cc2Cl)c1	?	-1%	-1%	4%	-1%	-4	-12%	-28%	-19%
Cc1c(Cl)c(-c2n[nH]c(=S)n2-c2ccc(F)cc2)nn1C	-20%	6%	-3%	-6%	1%	-8	2%	16%	-3%
OCCC1CN(Cc2cccn2-c2nccs2)CCN1Cc1ccc(F)c(F)c1 (stereo not drawn)	3%[57.1 µM]	11%	-6%	0%	0%	0	5%[57.1 µM]	-30%	-3%
C/C(N)=C(/C#N)C(=O)CSc1nnc(-c2ccccc2)n1C	20%	9%	-1%	19%	0%	-11	-2%	2%	3%
CC(=O)N(Cc1ccccc1)c1nc(-c2ccccc2)cs1	-5%	-18%	-4%	4%	0%	-4	-2%[57.1 µM]	18%	-1%
Cc1ccc(O)c(C(=O)c2cc(C#N)c(=O)n(-c3nccs3)c2)c1	14%[57.1 µM]	?	1%	2%	?	6	1%[57.1 µM]	-34%	18µM*
Cc1ccccc1-c1nc2ccccc2c(=O)n1C1CCS(=O)(=O)C1 (stereo not drawn)	21%[57.1 µM]	3%	-4%	1%	2%	-7	5%[57.1 µM]	23%	-1%
O=C1c2ccccc2C(=O)N1CCc1csc(-c2cccc(F)c2)n1	23%[57.1 µM]	-8%	-1%	13%	1%	-8	2%[57.1 µM]	44%	-10%
CC(C)c1c(O)nc(SCc2ccccc2)[nH]c1=O	-13%	3%	-1%	3%	5%	1	6%[57.1 µM]	-3%	-8%
Cc1onc(-c2ccccc2Cl)c1C(=O)OCn1nnc2ccccc2c1=O	16%	-1%	-1%	3%	-4%	0	-5%	-6%	-3%
O=C(CN1C(=O)CSC1=O)N1CCCC(Nc2ccc(F)cc2)C1 (stereo not drawn)	0%	2%	-4%	5%	-4%	-8	-4%	-1%	-3%
O=C(COC(=O)c1ccc(F)cc1Cl)NC(=O)NC1CCCC1	11%	4%	-2%	-13%	-1%	3	-6%	8%	-12%
Cc1cc(C(=O)N/N=C/c2sccc2C)no1	0%[57.1 µM]	-23%	-3%	5%	1%	2	2%[57.1 µM]	-10%	-6%
CC(C)(C)OC(=O)NS(=O)(=O)NCc1ccco1	3%	.	-6%	.	0%	.	-2%	-45%	.
CCOc1ccc(NC(=O)Cn2nnc3c(cnn3-c3ccc(F)cc3)c2=O)cc1	16%	1%	-2%	12%	1%	0	1%	-12%[56.9 µM]	-18%
CCC(=O)c1ccc(OCC(=O)Nc2nc(C)cs2)cc1	16%[57.1 µM]	-3%	-2%	10%	-5%	-6	9%[57.1 µM]	14%	-17%
COCc1ccccc1Cn1cnc2c1c(=O)n(C)c(=O)n2C	-4%[57.1 µM]	-4%	0%	-2%	2%	-1	-11%[0.457 µM]	12%	1%
Cc1nonc1OCC(C)(COc1nonc1C)NC(=O)c1ccccc1	9%[57.1 µM]	-8%	-4%	1%	-2%	4	-1%[57.1 µM]	-9%	-1%
CN1CCN(c2ccc(-c3nc(-c4ccccc4)no3)cc2[N+](=O)[O-])CC1	2%	-9%	-9%	-5%	-15%	-5	-7%	-36%	-14%
CC1CCCN(CCCCOc2cccc(Br)c2)C1 (stereo not drawn)	-15%	-4%	-1%	1%	-3%	-7	-10%	20%	3%
Cc1noc(C)c1COC(=O)CCCc1nc2ccccc2s1	-6%	2%	-5%	4%	1%	-1	-7%	27%	-1%
O=C(N/C(=C/c1ccccc1Cl)C(=O)N1CCCC1)c1ccccc1	24%	?	-3%	2%	1%	-9	6%	3%	4%
CCOC(=O)C1CCN(C(=O)C2CCC(=O)N(CC3CCCCC3)C2)CC1 (stereo not drawn)	9%	-3%	-2%	10%	-1%	4	2%	-16%	-23%
CC(C)C1C(=O)N(Cc2cn(CCC3OCCO3)nn2)CCS(=O)(=O)N1Cc1ccc(-c2cccc(CO)c2)cc1 (stereo not drawn)	.	3%	-3%	0%	-1%	-2	.	.	-19%
O=C(c1ccccc1Sc1c(Cl)cccc1[N+](=O)[O-])N1CCOCC1	2%	-10%	-3%	9%	0%	-10	-5%	7%	-4%
CC1(C)C(=O)NCCN1C(=O)CCC(=O)O	11%	0%	-3%	-2%	2%	0	2%	-12%	0%
Cc1nc(NC(=O)C2CC2)sc1C(=O)NC1CCCCC1	19%[57.1 µM]	-9%	-2%	-1%	3%	-8	8%	-7%	?
CN(C)C(=O)c1ccc(S(=O)(=O)NCc2ccccc2Cl)s1	7%[57.1 µM]	1%	1%	0%	5%	1	-4%[57.1 µM]	-12%	-19%
CSc1ccccc1NC(=S)Nc1cc(C)cc(C)c1	?	6%	-5%	6%	0%	-1	-14%	-41%	-5%
CC(=O)Nc1ccc(NC(=O)CN(C)CCC#N)cc1	3%	-3%	-2%	5%	4%	-8	0%	-6%	-6%
CC1CN(S(=O)(=O)c2cc(C(=O)NC(C)c3cccnc3)ccc2Cl)CC(C)O1 (stereo not drawn)	-10%	2%	-5%	8%	-1%	-6	-10%	-15%	-10%
CC(=O)Nc1ccccc1NC(=O)c1ccc(C)cc1C	19%[57.1 µM]	2%	-1%	6%	0%	-2	-9%	?	-9%
S=C(Nc1cccc(Cl)c1)Nc1ccc2c(c1)OCCO2	-30%	1%	-1%	4%	2%	-2	-2%	-21%	-17%
CC(=O)Nc1ccc(NC(=O)CSc2ccc(-c3cccs3)nn2)cc1	3%	9%	-2%	2%	4%	-6	-3%	-1%	-14%
O=C(O)CC(Cc1ccccc1)c1ccc2c(c1)OCO2 (stereo not drawn)	-2%	-6%	-1%	-3%	?	-7	-5%	9%	5%
O=C(COc1ccc(C(=O)c2ccccc2)cc1)NCC1CCCCC1	-15%	3%	-3%	-6%	-18%	-6	-18%	4%	-9%

Screens (PubChem BioAssay)
